TRHR enhancer – TRH receptor (human) allosteric enhancement. P34981. TRHR cells, fluo-8 calcium fluorescence, EC20 TRH enhancement. enhancement, % at 2 µM. 0.66% of 360,000 active. AID 493056; in the data active means enhancement above about 30%; further: 0% is about no effect
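TRHR-expressing cells loaded with fluo-8 calcium dye were read kinetically (ex 480/em 530) during compound addition, then stimulated with an EC20 of TRH (10 nM final). Enhancement of the Gq-mediated intracellular calcium response was scored.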
RXFP1 agonist – activates the human relaxin receptor RXFP1; Q9HBX9; HEK293T-RXFP1 cAMP TR-FRET, 30 min; response scale: percent of porcine relaxin response, buffer zero; Potency, µM (highest dose often 57.5 µM), for inactives: at the top dose activation, actives largely listed as activators; 0.3% of 370,000 active; AID 2676; further: potency means the concentration at half of the fitted maximal effect; on the % scale 0 is the no-effect control and ±100 the full control effect; nearly all actives have a fitted effect of over 60% in size; many of its hits are not listed in these tables
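HEK293 cells stably expressing RXFP1, treated 30 min at 37C with compounds plus PDE4 inhibitor Ro 20174; cAMP measured by HTRF TR-FRET. Normalized to buffer and 29 nM porcine relaxin; EC50 by Hill fit.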
Anesthetic bind – binds horse apoferritin like a general anesthetic; AID 485281; Potency, µM (highest dose often 77.5 µM), for inactives: at the top dose activity change, negative = displacement, most hits filed as inhibitors; apoferritin/1-aminoanthracene competitive binding, fluorescence; 0.074% of 350,000 active; further: potency means the concentration at half of the fitted maximal effect; on the % scale 0 is the no-effect control and ±100 the full control effect; nearly all actives have a fitted effect of over 20% in size
Target sequence (P02791 2-175 limits assumed): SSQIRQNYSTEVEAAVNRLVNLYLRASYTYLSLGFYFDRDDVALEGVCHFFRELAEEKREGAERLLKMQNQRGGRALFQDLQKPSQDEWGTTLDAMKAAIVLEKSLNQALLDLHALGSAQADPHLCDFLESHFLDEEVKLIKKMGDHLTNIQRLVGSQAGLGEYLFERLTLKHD
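Apoferritin-based anesthetic binding model; compound displacement of fluorescent 1-AMA measured as endpoint fluorescence after 10 minutes at room temperature, scaled to free-ligand and complex controls.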
RXFP1 antagonist – blocks the human relaxin receptor RXFP1; Q9HBX9; HEK293-RXFP1, relaxin-stimulated cAMP HTRF, 30 min; active compounds read low; activity change, negative = inhibition, % at 57.5 µM; 0.59% of 350,000 active; AID 1259400;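 active means activity change of -60% or lower, but not beyond a set lower limit; inconclusive means change between -60% and -40%, or beyond the set limit; inactive means change above -40%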; further: on the % scale 0 is the no-effect control and ±100 the full control effect
D1 potentiator – potentiators of human D1 dopamine receptor | P21728 | HEK293 TREx D1 cells, calcium flux, dopamine EC20 potentiation | potentiation, % at 10 µM | 0.036% of 360,000 active | AID 504651; in the data active means potentiation above about 30%; further: 0% is about no effect
Target sequence (P21728 whole entry, looked up): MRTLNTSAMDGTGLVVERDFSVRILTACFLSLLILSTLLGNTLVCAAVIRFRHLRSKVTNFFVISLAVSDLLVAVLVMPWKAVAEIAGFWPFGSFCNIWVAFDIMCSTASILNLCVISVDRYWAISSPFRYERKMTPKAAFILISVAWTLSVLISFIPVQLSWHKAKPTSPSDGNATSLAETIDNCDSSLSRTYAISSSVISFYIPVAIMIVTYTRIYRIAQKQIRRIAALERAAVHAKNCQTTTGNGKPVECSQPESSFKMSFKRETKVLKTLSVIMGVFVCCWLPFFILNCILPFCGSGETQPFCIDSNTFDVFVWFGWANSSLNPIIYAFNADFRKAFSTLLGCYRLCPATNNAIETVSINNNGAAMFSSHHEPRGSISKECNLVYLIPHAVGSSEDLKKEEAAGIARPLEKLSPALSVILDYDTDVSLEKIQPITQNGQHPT
D2 PAM – positive allosteric modulators of human D2 dopamine receptor. HEK293 T-REx D2, calcium flux, EC20 dopamine potentiation. potentiation, % at 10 µM. P14416. 0.34% of 340,000 active;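 active means potentiation over 3 SD above the plate norm, cut at about 30% in these data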; further: 0% is about no effect
Target sequence (P14416 whole entry, looked up): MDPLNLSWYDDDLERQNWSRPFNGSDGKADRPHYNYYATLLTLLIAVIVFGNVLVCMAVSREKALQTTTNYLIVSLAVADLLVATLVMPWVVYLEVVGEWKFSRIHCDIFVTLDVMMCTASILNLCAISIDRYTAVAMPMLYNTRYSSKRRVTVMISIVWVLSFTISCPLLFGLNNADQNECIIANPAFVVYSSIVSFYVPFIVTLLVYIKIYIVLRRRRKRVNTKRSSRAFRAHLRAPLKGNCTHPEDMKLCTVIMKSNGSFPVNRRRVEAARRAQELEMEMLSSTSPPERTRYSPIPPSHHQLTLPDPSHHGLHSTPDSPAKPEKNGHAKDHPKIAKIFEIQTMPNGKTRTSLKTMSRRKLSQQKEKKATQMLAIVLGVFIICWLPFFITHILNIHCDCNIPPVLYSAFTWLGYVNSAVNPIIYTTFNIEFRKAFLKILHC
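Using a no-wash calcium dye in inducible, force-coupled HEK293 Trex cells expressing D2, we tracked fluorescence each second for 180 s after compound, then for 180 s after EC20 dopamine to detect augmented signalling.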
TRHR agonist – activates the human TRH receptor. P34981. 0.18% of 360,000 active. TRHR cells, calcium flux fluo-8, FDSS agonist mode. AID 493084. activation, % at 2 µM; in the data active means activation above about 30%; further: 0% is about no effect
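In this calcium-flux screen, cells bearing human TRHR are dye-loaded with fluo-8, baselined for 10 cycles, then exposed to library compounds; positive kinetic calcium responses during the agonist phase mark hits, with TRH as control.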
D1 antag – human D1 dopamine receptor antagonism; 3.2% of 360,000 active; activity change, negative = inhibition, % at 10 µM; HEK293 TREx D1 cells, calcium flux, dopamine EC80; active compounds read low; P21728; in the data active means activity change below about -30%; further: on the % scale 0 is the no-effect control and ±100 the full control effect
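Kinetic fluorescence of a calcium dye serves as the read-out. D1-expressing Hek293 Trex cells, induced overnight at 30 C, are exposed to compound for 180 s before an EC80 dopamine addition, then read 180 s further.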
D1 agonist – activates the human D1 dopamine receptor. P21728. HEK293 T-REx D1 cells, calcium flux, agonist mode. activation, % at 2 µM. 1% of 360,000 active; in the data active means activation above about 30%; further: 0% is about no effect
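Agonism was scored from calcium flux recorded over 180 s (1 read/s) after pintool compound addition, following a 10-cycle baseline. Cells were inducible force-coupled HEK293 TREx D1, plated overnight at 30 C and loaded with no-wash calcium dye.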
* marks the source's active call; other numbers are inactive results; ? = inconclusive; · = not tested or not shown; & = joins results of further samples. Unless noted, the call rests on the fitted dose curve; in most records, active means well fitted curve in the direction sought with a large enough effect; inconclusive means small, poorly fitted or top-dose-only effect, or another doubt; inactive means no such curve, though single readings can be large; an effect the other way counts as inactive or inconclusive.

SMILES	TRHR enhancer	RXFP1 agonist	Anesthetic bind	RXFP1 antagonist	D1 potentiator	D2 PAM	TRHR agonist	D1 antag	D1 agonist
O=c1cc(-c2ccccc2)nc(SCCOc2ccccc2Cl)[nH]1	-2	1.7%	-8%	0	-1	-10	-0.8	4	1
COc1cc2cnc(-c3ccccc3)c(-c3ccc(C#N)cc3)c2cc1OC	1	0.2%	·	·	1	3	-0.7	·	-1
O=C1CC2(CCN(C(=O)C3CC(=O)N(c4ccccc4)C3)CC2)Oc2ccccc21 (stereo unspecified)	-6	1.4%	·	-4	-8	-8	0.2	-15	0
CN(Cc1ccccc1)C1CC(=O)N(c2ccc(C(=O)O)cc2)C1=O (stereo unspecified)	-8	1.2%	-9%	1	-2	-7	-0.3	4	4
COc1ccccc1-c1cc(C(=O)N2CCN(c3ccccc3)CC2)no1	17&-5	0.9%&5.2%	-16%&118%	-22&-14	-9&1	-4	0.0&-0.4	8&9	2&-2
Cn1nnnc1SCC(=O)C(C)(C)C	-4	1.8%	-10%	24	4	0	1.0	4	9
COc1cc(/C=N/Nc2cccc(C)c2)ccc1OC(=O)c1cccs1	2	-2.5%	-8%	2	-3	·	-0.3	2	-1
CCc1ccc2[nH]c(O)c(N=Nc3nc(-c4ccccc4)cs3)c2c1	6	1.2%	-22%	-9	5	0	0.8	-12	1
O=[N+]([O-])c1cccc(OCC(O)CN2CCN(S(=O)(=O)c3cc(Cl)ccc3Cl)CC2)c1 (stereo unspecified)	1	-0.9%	2%	0	-5	4	0.9	-24	6
CCCC(=O)Nc1ccccc1NC(=O)c1ccc(OCC)cc1	-3	1.8%	-8%	-5	-6	2	-0.6	11	1
Cc1cnc(C(=O)NC(C)CCc2ccccc2)cn1 (stereo unspecified)	-1	0.1%	-3%	1	-2	-10	-0.2	-13	3
OCCCc1nc2ccccc2n1CCOc1ccccc1	-3	0.2%	-8%	-39	-4	-1	0.0	-10	1
Cc1c(CCC(=O)N[C@@H](C)C(=O)O)c(=O)oc2cc3oc4c(c3cc12)CCCC4	1	0.2%	5%	3	-4	6	-0.2	10	1
c1ccc2[nH]c(-c3ccnc4ccccc34)nc2c1	-5&9	0.6%&0.6%	-9%&-5%	10&-3	1&6	-7&3	-0.2&0.2	-17&1	4&0
Cc1cc2ccccn2c1C(=O)c1ccc([N+](=O)[O-])cc1[N+](=O)[O-]	-3	-3.4%	3%	-5	-3	-5	-0.1	-11	1
Cc1cc(C)c2[nH]c(O)c(N=NC3=NC(=O)CS3)c2c1	0	-0.3%	-2%	3	1	-6	-0.2	3	0
COc1ccc2c(c1)cc1c(=O)n(CC(=O)NC3CC3)nc(C)n12	8	1.2%	-8%	0	-9	8	0.1	-10	1
COc1ccc(-c2c3c([nH]c(=S)c2C#N)CCC3)cc1	2	32µM*	-7%	16	-3	·	0.8	-16	0
Cn1c(C(=O)NCCCN2CCN(c3ccccc3F)CC2)cc2c(=O)[nH]c3ccccc3c21	-1	4.4%	-8%	4	-8	-24	0.0	-40*	1
CCOC(=O)c1cc(-c2ccc(Cl)s2)nc2c1c(C)nn2C	-3	9.6%	7%	·	9	-5	1.1	20	-1
CCC(C(=O)OCC(=O)NC1CCS(=O)(=O)C1)c1ccccc1 (stereo unspecified)	-3	-0.5%	·	-9	3	10	0.3	6	1
Nc1[nH]nc2nc(N3CCOCC3)nc(-c3ccccc3)c12	-3	1.3%	-18%	-10	-3	2	-0.2	3	0
COc1ccc(NC(=O)N2CCCc3ccccc32)cc1OC	1	1.4%	-21%	-6	1	16	0.5	-55*	0
CC(CCc1ccccc1)NC(=O)CN1CCN(Cc2ccc(Cl)cc2)C1=O (stereo unspecified)	5	-0.9%	-9%	·	·	-9	0.9	-15	9
Cc1[nH]cc(Br)c(=O)c1Oc1ncc(C(F)(F)F)cc1Cl	-7	-0.9%	-1%	-6	-8	17	-0.2	-35*	2

Continued, starting with the last 6 of the part before.
SMILES	TRHR enhancer	RXFP1 agonist	Anesthetic bind	RXFP1 antagonist	D1 potentiator	D2 PAM	TRHR agonist	D1 antag	D1 agonist
CCOC(=O)c1cc(-c2ccc(Cl)s2)nc2c1c(C)nn2C	-3	9.6%	7%	·	9	-5	1.1	20	-1
CCC(C(=O)OCC(=O)NC1CCS(=O)(=O)C1)c1ccccc1 (stereo unspecified)	-3	-0.5%	·	-9	3	10	0.3	6	1
Nc1[nH]nc2nc(N3CCOCC3)nc(-c3ccccc3)c12	-3	1.3%	-18%	-10	-3	2	-0.2	3	0
COc1ccc(NC(=O)N2CCCc3ccccc32)cc1OC	1	1.4%	-21%	-6	1	16	0.5	-55*	0
CC(CCc1ccccc1)NC(=O)CN1CCN(Cc2ccc(Cl)cc2)C1=O (stereo unspecified)	5	-0.9%	-9%	·	·	-9	0.9	-15	9
Cc1[nH]cc(Br)c(=O)c1Oc1ncc(C(F)(F)F)cc1Cl	-7	-0.9%	-1%	-6	-8	17	-0.2	-35*	2
COc1cc(-c2nnc(SCC(=O)Oc3ccccc3)o2)cc(OC)c1OC	-1	-1.0%	1%	-19	-1	-6	-0.4	4	-1
CCCN1Cc2cccc(C(=O)NC(CC(=O)OCC)c3ccc(OC(C)C)cc3)c2C1=O (stereo unspecified)	-9	-1.1%	-22%	-1	1	·	1.1	8	5
Cc1noc(/C=C/c2ccccc2F)c1S(=O)(=O)N1CCC(C(=O)NCc2ccco2)CC1	-1	-0.7%	-8%	-13	0	-2	0.2	7	5
O=C(NCC1CCCO1)c1cc2ccccc2oc1=O (stereo unspecified)	-3	-0.6%	-3%	-9	-3	1	0.2	15	1
CNc1nc(C)c(C(=O)OCc2ccccc2)s1	0	-1.9%	-3%	16	-1	7	-0.1	15	-1
O=C(O)C1=NOC(CNC(=O)c2ccccc2Cl)C1 (stereo unspecified)	24	1.3%	1%	-5	2	-7	0.5	12	3
OCCC#Cc1c(-c2ccsc2)sc2ccccc12	9	11%	?	·	-3	-5	0.2	6	0
O=C(CSc1ccc2c(c1)OCCO2)Nc1ccc(Cl)cn1	-7	3.4%	?	-4	-4	13	-1.3	-14	2
CC(=O)Nc1ccc(NS(=O)(=O)c2ccc(OC(C)C(=O)N3CCOCC3)cc2)cc1 (stereo unspecified)	-2	-0.3%	·	12	5	-7	0.4	20	1
CCOC(=O)c1c(N)sc(C(=O)N(CC)CC)c1C	-3	-2.8%	-14%	-1	0	5	-0.6	-4	1
COC(=O)C1=C(C)N(c2ccc(Cl)c(Cl)c2)C(=O)C1	-3	-0.8%	4%	-6	-5	-4	6.3	1	-1
CCCCN1C(=O)C(O)(c2c(C)[nH]c3ccccc23)c2ccccc21 (stereo unspecified)	3	0.4%	?	·	-6	3	0.9	-3	1
Cc1cccn2c(=O)c3cc(C(=O)NC4CCCCC4)c(=N)n(Cc4ccc(F)cc4)c3nc12	-6	0.4%	0%	-9	-1	-1	-0.8	-17	0
CC(=O)C1=C(C)NC(=S)NC1c1cc([N+](=O)[O-])ccc1O (stereo unspecified)	1	1.2%	-4%	2	3	2	0.7	-9	2
COCCCNS(=O)(=O)c1ccc(S(=O)(=O)N2CCCC2)cc1	4	0.2%	-15%	-6	-3	7	-0.2	-6	10
O=C(Nc1cccc(NC(=O)c2ccco2)c1)c1ccc2c(c1)OCO2	-1	0.2%	?	-5	-7	-11	0.1	-23	1
Cc1ccc(NC(=O)CCCc2nc3ccccc3s2)c(O)c1	1	-3.6%	-12%	11	-2	·	-0.2	1	-3
O=C(NNC(=O)C1CC1c1ccccc1)c1ccccc1[N+](=O)[O-] (stereo unspecified)	0	2.1%	-8%	6	-9	-1	-0.8	2	0
C/C(=N\NC(N)=S)c1ccc2c(c1)OCCO2	25	-1.4%	-10%	1	-1	12	-0.6	0	1
O=C(CCS(=O)(=O)c1ccc(F)cc1)N1CCN(c2ccccc2)CC1	-1	-0.8%	·	-9	0	·	0.2	5	0
Brc1ccc(CN2CCN(c3ccccc3)CC2)o1	-3	4.3%	-10%	-13	-3	-19	-1.4	-17	1
CC(CNC(=O)c1ccc2c(c1)nc1n2CCOC1)c1ccccc1 (stereo unspecified)	-3	-2.1%	-9%	17	2	3	0.2	-4	-1
O=C(/C=C/c1ccc2c(c1)OCCCO2)c1ccc2ccccc2c1O	-3	-1.5%	-5%	-14	-3	3	-0.2	2	-1
O=C1COc2ccc(S(=O)(=O)NCc3ccc(Cl)cc3)cc2N1	-6	3.1%	-6%	4	-1	12	0.3	1	2
COc1ccc2oc(C(=O)OCC(=O)N3CCCC3=O)c(C)c2c1	5	3.1%	·	-11	-8	-3	0.0	5	4
(cont.)
SMILES	TRHR enhancer	RXFP1 agonist	Anesthetic bind	RXFP1 antagonist	D1 potentiator	D2 PAM	TRHR agonist	D1 antag	D1 agonist
CC(C)(C)c1ccc(/C=C/C(=O)NC2CCS(=O)(=O)C2)cc1 (stereo unspecified)	25	-0.5%	?	-3	0	16	-0.2	-2	9
O=C(Nc1cccc(Cl)c1)c1cc([N+](=O)[O-])ccc1N1CCN(CCO)CC1	4	4.1%	-20%	2	0	0	2.1	-3	3
CCc1cccc(C)c1NC(=S)N(CCN(C)C)C(C)c1cccnc1 (stereo unspecified)	-5	2.6%	-5%	12	6	3	-0.2	6	2
O=C(COC(=O)/C=C/c1cccc(C(F)(F)F)c1)NCCN1C(=O)CSC1=O	-4	3.0%	·	2	·	8	-0.1	-9	8
COc1ccc(CC(=O)NCCc2csc3nc(-c4ccccc4F)nn23)cc1	-8	1.0%	-10%	-3	2	·	-0.7	-2	-2
O=C(NCC1CCCO1)c1cccc(S(=O)(=O)N2CCOCC2)c1 (stereo unspecified)	4	-1.7%	-1%	9	-2	16	0.3	0	1
CCN(Cc1ccccc1)C(=O)Cn1c(=O)n(-c2ccccc2)c(=O)c2c1c1cc(C)ccc1n2C	-8	8.3%	-4%	·	-2	-1	-0.5	-3	2
COc1ccc(C)cc1NC(=O)c1nnn(Cc2cc(C)ccc2C)c1N	-7	3.2%	-11%	·	5	-6	1.0	38	13
CC(=O)Nc1ccc(N2CCC(C)CC2)c([N+](=O)[O-])c1	5	2.8%	?	-14	-1	-3	0.3	5	-1
O=C(Cn1c(NCCCCl)nc2ccccc21)c1ccccc1	-1	-0.7%	·	·	2	-11	0.1	·	-2
COc1cccc(CNC(=O)c2c(C)oc3ncnc(N4CCOCC4)c23)c1	5	-0.4%	-7%	-2	0	5	0.1	7	-1
O=C(OCc1cc(=O)n2nc(-c3cccs3)sc2n1)c1ccccc1Cl	1	-0.1%	1%	·	-6	-8	0.4	12	3
CCOC(=O)C1(CCCc2ccccc2)CCN(C(=O)CN2C(=O)CSC2=O)CC1	-11	1.4%	?	-16	1	9	0.4	-5	0

Source: PubChem BioAssay

The list is partial; count on the stated rates, not on these rows.
